# Source: PubChem
# BLM helicase inh: qHTS Assay for Inhibitors of Bloom's syndrome helicase (BLM) | RecQ-like DNA helicase BLM (Homo sapiens), P54132 | recombinant BLM DNA unwinding, fluorescence dequenching | Potency, µM (top dose mostly 56.1 µM), without a hit: at the highest dose activity change, negative = inhibition, hits mostly inhibitors | hit rate 0.2% among 350,000 | AID 2528, 2010;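 note: potency is the fitted concentration of half-maximal effect; plate controls were vehicle for no effect and no enzyme for full effect; nearly all actives have a fitted effect of over 35% in size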
# LDHA inh: qHTS assay for inhibitors of human lactate dehydrogenase | purified LDHA, NADH/diaphorase-resazurin fluorescence; hits give low values | activity change, % (values are at about 110 or 230 µM) | hit rate 0.15% among 480,000 | AID 1347041, 2019; in the data active = activity change below about -30%; inconclusive = mostly about -25% to -30%;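 note: plate controls were DMSO wells for no effect and wells without enzyme for full effect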
#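 Remaining NADH was detected by diaphorase (0.133 mg/mL) converting 37 µM resazurin to fluorescent resorufin, read at 0 and 20 minutes. The preceding 5-minute room-temperature reaction used 2 nM LDHA, 0.2 mM sodium pyruvate and 0.06 mM NADH at pH 7.4.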
# Glioma ERSR ind: qHTS for Inducers of the Endoplasmic Reticulum Stress Response (ERSR) in Human Glioma: qHTS; U87-MG GRP78 promoter luciferase reporter, 16 h; Potency, µM, for inactives: at the top dose activation, usual class: activators; hit rate 0.02% among 420,000; note: potency is the fitted concentration of half-maximal effect; series mostly up to about 76 µM; % of control where 0% means no effect; nearly all actives have a fitted effect of over 35% in size
#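 Stably transfected U87-MG glioma cells carrying a GRP78-based luciferase sensor; 16 h compound incubation. Luminescence end-point read 10 min after Bright-Glo addition at room temperature.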
# POLH inh: qHTS for Inhibitors of Polymerase Eta | DNA polymerase eta (Homo sapiens), Q9Y253 | recombinant Pol eta, fluorescent DNA replication assay | Potency, µM (highest dose often 114 µM), for the others: at the highest dose activity change, negative = inhibition, most hits filed as inhibitors | hit rate 1.2% among 390,000 | AID 588591, 2011; note: potency is the fitted concentration of half-maximal effect; % is set by controls: 0 for no effect and ±100 for the full control effect
# Target sequence (Q9Y253 whole entry, looked up): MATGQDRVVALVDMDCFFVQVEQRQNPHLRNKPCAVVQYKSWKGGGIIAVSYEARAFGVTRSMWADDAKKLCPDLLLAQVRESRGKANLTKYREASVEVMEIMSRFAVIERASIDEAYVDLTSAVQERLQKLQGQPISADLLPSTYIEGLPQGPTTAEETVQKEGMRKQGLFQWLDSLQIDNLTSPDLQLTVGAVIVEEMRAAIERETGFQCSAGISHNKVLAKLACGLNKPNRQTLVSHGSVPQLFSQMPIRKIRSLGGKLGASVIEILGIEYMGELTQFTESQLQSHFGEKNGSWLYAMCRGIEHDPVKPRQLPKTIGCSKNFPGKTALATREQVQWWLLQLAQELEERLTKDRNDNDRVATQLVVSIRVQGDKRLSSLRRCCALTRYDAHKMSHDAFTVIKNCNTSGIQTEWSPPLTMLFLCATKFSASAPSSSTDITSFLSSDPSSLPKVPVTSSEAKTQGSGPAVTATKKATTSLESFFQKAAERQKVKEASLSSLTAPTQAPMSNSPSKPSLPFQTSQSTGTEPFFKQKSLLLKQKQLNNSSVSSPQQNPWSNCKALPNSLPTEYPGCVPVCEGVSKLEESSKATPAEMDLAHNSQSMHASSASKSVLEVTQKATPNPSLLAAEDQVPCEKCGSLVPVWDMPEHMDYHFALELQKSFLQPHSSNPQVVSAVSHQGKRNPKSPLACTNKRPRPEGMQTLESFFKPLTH
#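 Pol eta at 10 nM preincubated with compounds 15 min at room temperature; reaction started with fluorescent substrate (50 nM final) and read kinetically at 0 and 10 min.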
# POLB inh: qHTS Assay for Inhibitors of DNA Polymerase Beta | P06746 | hit rate 1.3% among 340,000 | Pol beta primer extension/strand displacement, fluorescence kinetic | Potency, µM (highest dose often 114 µM), for the others: at the top dose activity change, negative = inhibition, actives largely listed as inhibitors | AID 485314, 2010; note: potency is the fitted concentration of half-maximal effect; % is set by controls: 0 for no effect and ±100 for the full control effect
#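 Kinetic readout of DNA synthesis with strand displacement by Pol beta. Compound and 10 nM enzyme sit 15 min at room temperature; 50 nM substrate starts the reaction, read immediately and at 10 min.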
# APE1 inh: qHTS Assay for Inhibitors of the Human Apurinic/apyrimidinic Endonuclease 1 (APE1); recombinant APE1, TAMRA/BHQ-2 abasic DNA cleavage fluorescence; Potency, µM (doses to about 65.8 µM), for inactives: at the top dose activity change, negative = inhibition, actives largely listed as inhibitors; hit rate 0.35% among 350,000; AID 2517, 2012;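 note: potency is the fitted concentration of half-maximal effect; plate controls were vehicle for no effect and reference inhibitor for full effect; nearly all actives have a fitted effect of over 55% in size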
#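 Endonuclease cleavage of a quenched abasic-site DNA duplex (50 nM) by APE1 (0.75 nM) was tracked by TAMRA dequenching. Compounds were preincubated with enzyme 15 min at room temperature; data normalized to buffer-only and DMSO wells plus NSC13755 control.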
# Apoferritin bind: qHTS Assay for Identification of Novel General Anesthetics | Ferritin light chain (Equus caballus), P02791 | apoferritin/1-aminoanthracene competitive binding, fluorescence | Potency, µM (titrated, usually from 77.5 µM), inactives show top-dose activity change, negative = displacement, most hits filed as inhibitors | hit rate 0.074% among 350,000; note: potency is the fitted concentration of half-maximal effect; % is set by controls: 0 for no effect and ±100 for the full control effect; nearly all actives have a fitted effect of over 20% in size
# Target sequence (P02791 2-175 limits assumed): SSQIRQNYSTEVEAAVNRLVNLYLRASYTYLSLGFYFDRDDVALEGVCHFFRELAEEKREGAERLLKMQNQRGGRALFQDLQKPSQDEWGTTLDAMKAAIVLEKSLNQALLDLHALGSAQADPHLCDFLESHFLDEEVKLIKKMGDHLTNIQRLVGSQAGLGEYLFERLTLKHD
#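 10 uM apoferritin + 50% sat. 1-AMA, PBS; cpd 10 min RT; Ex380/Em535 endpoint; normalized to free probe vs complex; 4-param Hill fit; propofol titration as pos. ctrl.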
# POLK inh: qHTS for Inhibitors of Polymerase Kappa | hit rate 0.53% among 400,000 | purified Pol kappa, fluorescent DNA synthesis assay, 10 min | Potency, µM (doses to about 107 µM), without a hit: at the top dose activity, negative = inhibition, hits mostly inhibitors; note: potency is the fitted concentration of half-maximal effect; % is set by controls: 0 for no effect and ±100 for the full control effect
#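 Fluorescent qHTS in 1536-well format: enzyme (10 nM) and compound sat 15 min at room temperature before 50 nM substrate (final) was added. Signal taken at 0 and 10 min; no-enzyme buffer wells were negative controls.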
# Pol iota inh: qHTS for Inhibitors of Polymerase Iota | Potency, µM (top dose mostly 115 µM), for inactives: at the top dose activity, negative = inhibition, usual class: inhibitors | Pol iota fluorescent replication assay, 10 min | hit rate 1% among 390,000 | AID 588590, 2011; note: potency is the fitted concentration of half-maximal effect
#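 Pol iota at 10 nM preincubated 15 min with compounds at room temperature; reaction started with fluorescent substrate, 50 nM final. Fluorescence read kinetically at 0 and 10 min; buffer-only wells as negative control.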
# * = called active by the depositor; ? = inconclusive; · = no result given; & = joins results of further samples; [ ] = dose if it differs, or a comment. Unless noted, calls come from the whole dose curve; as a rule, active = well fitted curve in the direction sought with a large enough effect; inconclusive = small, poorly fitted or top-dose-only effect, or another doubt; inactive = no such curve, though single readings can be large; an effect the other way counts as inactive or inconclusive. Only part of the results is shown. The share of hits here may be higher or lower than overall.
SMILES,BLM helicase inh,LDHA inh,Glioma ERSR ind,POLH inh,POLB inh,APE1 inh,Apoferritin bind,POLK inh,Pol iota inh
Cc1[nH]c(=O)[nH]c(=O)c1CSCC(=O)OCC(=O)Nc1ccccn1,-4%,1,3%,-9%,15%,25%,6%,0%,-3%
CN(Cc1ccco1)c1ncnc2ccc(-c3ccc4c(ccn4C)c3)cc12,·,-1,0%,-10%,·,-9%&-15%,·,-6%,?
NC(=O)C(CC(=O)O)NC(=O)[C@@H]1CCOc2c(I)cc([N+](=O)[O-])cc2C(=O)N[C@@H](CO)C(=O)N[C@@H](Cc2ccc(O)cc2)C(=O)N1 (some centres undefined),-5%,-1,-2%,20µM*,0%,?,-6%,35µM*,?
O=C(NCc1ccccc1)C(c1ccco1)N(C(=O)c1cnccn1)c1ccc(F)cc1 (centres undefined),-7%,0,-5%,-15%,9%,-9%,-10%,-5%,-10%
COCc1nnc(NC(=O)CC(C)C)s1,-14%,0,-3%,-1%,4%,0%,2%,6%,-10%
COc1ccc2[nH]c(C(=O)N3CCN(Cc4ccccc4)CC3)cc2c1OC,-2%,6&13,-2%,-6%,17%,-5%,-6%,-17%,-15%
CCS(=O)(=O)C1=NN2C(=N)/C(=C\c3ccc(SCc4ccco4)o3)C(=O)N=C2S1,-11%,-3,1%,4.5µM*,11µM*,?,-12%,28µM*,?
O=C(c1ccc([N+](=O)[O-])cc1)N(c1ccccn1)c1ccccn1,-3%,-4,-4%,-3%,47%,10%,-7%,-6%,61%[activator]
COc1ccc2c(c1)CC(N1CCN(C)CC1)c1cc(OC)ccc1S2 (centres undefined),·,-5,-4%,-19%,·,·,·,-21%,-1%
COc1cc(C2/C(=C(/O)c3ccc(F)cc3)C(=O)C(=O)N2CCCC(=O)O)ccc1O (centres undefined),0%,-12,0%,9%,17%,12%,-10%,-4%,2%
CCC(=O)Nc1cccc(-c2nc3ccccc3o2)c1,5%,-2&-2,10%,4%,0%,-8%,4%,6%,3%
CN(Cc1ccccc1F)C(=O)CNC(=O)Cc1cccc2ccccc12,-4%,-10,-3%,-14%,1%,-9%,-7%,-4%,12%
COc1cccc(CC(NC(C)=O)C(=O)NC2CCN(c3c4c(nc5ncnn35)CCC4)CC2)c1OC (centres undefined),1%,·,·,·,-1%,-1%,-7%,·,·
CCC1=Nc2cc(C(=O)NCCCOC(C)C)ccc2Sc2ccc(C)cc21,-10%,2,-5%,-14%,-25%,·,-4%,-8%[60.1 µM],-27%
Cc1ccccc1CSc1nc2n(n1)C(c1cccs1)C1=C(CCCC1=O)N2 (centres undefined),-11%,-5,-7%,-16%,2%,7%,?,-7%,-8%
Cc1cccc(N2CCN(CCCNC(=O)c3nnc(Cc4c(F)cccc4Cl)o3)CC2C)c1 (centres undefined),-7%,-6,-3%,-18%,14%,·,-2%,-9%,-4%
NC(=O)C1=C[C@@H](c2csc3ccccc23)C[C@@H](OCc2ccc(CO)cc2)O1,-7%,8,4%,-6%,-13%,-3%,-1%,-15%,?
O=C(CCCCCN1C(=O)c2ccccc2C1=O)Nc1ccc(F)cc1,5%,-6,-5%,-5%,8%,-1%,-10%,-7%,-3%
CCc1c(O)c(-c2ccccc2)c(=O)n(-c2ccccn2)c1-c1ccccc1,1%,1,-4%,-14%,41%,17%,3%,1%,133%[activator]
N#C/C(=C/c1cn(-c2ccccc2)nc1-c1cccc(S(=O)(=O)N2CCOCC2)c1)C(=O)NCc1ccco1,0%,-5,-2%,-21%,-3%,2%,4%,1%,24%
CCCN1CCN(CCCNC(=O)c2ccc3nc(N4CCC(C)CC4)sc3c2)CC1,-2%,-6,-3%,-15%,-8%,0%,-20%,-15%,14%
CCOCCCNC(=O)c1cn(C)c2ccc(S(=O)(=O)N3CCCCC3)cc2c1=O,1%,1,-4%,-5%,2%,59%[activator],-2%,-12%,-6%
O=C(CCc1ccccc1)NNc1cc(N2CCCCC2)nc(N2CCCCC2)n1,-12%,4,-3%,-8%,3%,?,-5%,-5%,65%[activator]
ClCCCc1cn(C[C@H]2CC[C@@H]([C@@H]3CC[C@H](Cn4cc(CCCCl)nn4)O3)O2)nn1,-1%,-7,-3%,-10%,56%,3%,-4%,-13%,21%
COc1ccccc1CCNC(=O)Cn1c(=O)oc2ccccc21,-4%,-3,0%,-8%,?,-43%,-10%,-13%,49%[activator]

# POLH inh, entries above that show a hit.
SMILES	BLM helicase inh	LDHA inh	Glioma ERSR ind	POLH inh	POLB inh	POLK inh	Pol iota inh
NC(=O)C(CC(=O)O)NC(=O)[C@@H]1CCOc2c(I)cc([N+](=O)[O-])cc2C(=O)N[C@@H](CO)C(=O)N[C@@H](Cc2ccc(O)cc2)C(=O)N1 (some centres undefined)	-5%	-1	-2%	20µM*	0%	35µM*	?
CCS(=O)(=O)C1=NN2C(=N)/C(=C\c3ccc(SCc4ccco4)o3)C(=O)N=C2S1	-11%	-3	1%	4.5µM*	11µM*	28µM*	?

# An excerpt from above, limited to Glioma ERSR ind and POLB inh.
SMILES,Glioma ERSR ind,POLB inh
CCC(=O)Nc1cccc(-c2nc3ccccc3o2)c1,10%,0%
CN(Cc1ccccc1F)C(=O)CNC(=O)Cc1cccc2ccccc12,-3%,1%
COc1cccc(CC(NC(C)=O)C(=O)NC2CCN(c3c4c(nc5ncnn35)CCC4)CC2)c1OC (centres undefined),·,-1%
CCC1=Nc2cc(C(=O)NCCCOC(C)C)ccc2Sc2ccc(C)cc21,-5%,-25%
Cc1ccccc1CSc1nc2n(n1)C(c1cccs1)C1=C(CCCC1=O)N2 (centres undefined),-7%,2%

# Back to the main list with the 2 entries that preceded the break.
SMILES,BLM helicase inh,LDHA inh,Glioma ERSR ind,POLH inh,POLB inh,APE1 inh,Apoferritin bind,POLK inh,Pol iota inh
ClCCCc1cn(C[C@H]2CC[C@@H]([C@@H]3CC[C@H](Cn4cc(CCCCl)nn4)O3)O2)nn1,-1%,-7,-3%,-10%,56%,3%,-4%,-13%,21%
COc1ccccc1CCNC(=O)Cn1c(=O)oc2ccccc21,-4%,-3,0%,-8%,?,-43%,-10%,-13%,49%[activator]
O=C(CCN1C(=O)C2C3CCC(C3)C2C1=O)Nc1ccc([N+](=O)[O-])cc1 (centres undefined),-4%,-4,2%,-5%,2%,?,-12%,-12%,50%[activator]
COc1ccc(NC(=O)CS(=O)c2ccc(F)cc2)cc1 (centres undefined),2%,-4,1%,-6%,0%,18%,-3%,-17%,0%
COc1ccc(CNC(=O)[C@H](Cc2c[nH]c3ccccc23)NC(C)=O)cc1OC,-16%,-5,-2%,-10%,29%,7%,13%,8%,6%
Cc1ccccc1OC(C)C(=O)NCc1cccnc1 (centres undefined),2%,1,-2%,-3%,-13%,-2%,-2%,-9%,4%
COc1ccccc1CNC(=O)CCn1c(=O)c2ccccc2n(CC(=O)Nc2cc(Cl)ccc2C)c1=O,-5%,0,-4%,-6%,-26%,·,-1%,-2%,-16%
CCOc1ccc(CSC2=NCCN2)cc1[N+](=O)[O-],0%,-5,-5%,-6%,6%,0%,6%,-19%,15%
CCN(CC(=O)NCc1ccc(Cl)cc1)C(=O)COc1ccc(Cl)cc1Br,·,-1,-1%,-17%,·,11%,·,-1%,15%
COc1ccc(NC(=O)CSc2nc3ccccc3nc2N2CCCC2)cc1,-4%,-12&0,0%,-21%,-25%,-8%,77%[activator],-3%,20%
S=c1[nH]nc(COc2ccccc2)n1/N=C/C(Cl)=C/c1ccccc1,-14%,3,?,?,?,0%,?,-18%,?
Cc1ccc(S(=O)(=O)c2nnn3c2nc(NC(C)C)c2sccc23)cc1,-4%,3,-3%,-10%,4%,·,-12%,-4%,8%
COc1ccc(CCNC(=O)Cn2c(=O)c3cccn3c3ccc(F)cc32)c(OC)c1,1%,4,-2%,2%,-13%,·,1%,2%,-7%
CCCNc1c(NC(=O)C2CCC(C)CC2)c(=O)oc2ccccc12 (centres undefined),-1%,-22&4,-3%,7%,66%,-13%,2%,-12%,-21%
CCOC(=O)c1ccc(NC(=O)C2CCN(S(=O)(=O)c3ccc4c(c3)CCCC(=O)N4)CC2)cc1,2%,-1,-4%,-19%,3%,·,6%,-14%,39%[activator]
Cc1cccc(NC(=O)c2ccc(C3SCC(=O)N3CCc3ccccc3)cc2)c1C (centres undefined),-1%,-7,-2%,-17%,9%,3%,-2%,-6%,24%
O=C(NCc1ccc(Cl)cc1)N1CCOCC1,1%,-1,-11%,-4%,15%,41%,3%,2%,81%[activator]
O=C(c1ccc(OC2CCN(CCc3ccccc3)CC2)cc1)N1CCCC(CO)C1 (centres undefined),4%,-2,-2%,-14%,0%,-12%,-13%,-1%,-20%
COc1ccc(-c2noc(CCC(=O)N3CCN(c4ccc(F)cc4)CC3)n2)cc1,·,0,3%,-5%,·,-13%,·,-7%,1%
COCCCNC(=S)NCCNc1nc2cc(C)cc(C)c2cc1C#N,0%,-1,-5%,-9%,-28%,-2%,-9%,-11%,93%[activator]
